IEC-6 cytotox = cytotoxicity in IEC-6 intestinal epithelial cells, primary screen, cytotoxicity control for KLF5 inhibitor project, cell-based, luminescence. IEC-6 cytotoxicity, luminescence viability. inhibition, % at 5 µM. actives 0.78% (n = 290,000). AID 1825, 2009; in the data active = inhibition above about 22%;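 note: 0% = plate median of test compound wells and 100% = cytotoxic reference compound wells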
TRPC4 potent = positive allosteric modulators of TRPC4, primary screen, cell-based, mouse TRPC4beta, HEK293 mu-opioid, Fluo-4 calcium; Short transient receptor potential channel 4 (Mus musculus), Q9QUQ5; DAMGO EC20, Fluo-4 Ca2+ flux; hits give high values; B-score at 10 µM; actives 0.42% (n = 310,000); AID 2227, 2009;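 active = B-score of calcium response area above 5 SD of library B-scores, with initial fluorescence ratio within 5 SD of library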;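 note: B-score of integrated fluorescence ratio over time as area under calcium response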
Target sequence (Q9QUQ5 whole entry, looked up): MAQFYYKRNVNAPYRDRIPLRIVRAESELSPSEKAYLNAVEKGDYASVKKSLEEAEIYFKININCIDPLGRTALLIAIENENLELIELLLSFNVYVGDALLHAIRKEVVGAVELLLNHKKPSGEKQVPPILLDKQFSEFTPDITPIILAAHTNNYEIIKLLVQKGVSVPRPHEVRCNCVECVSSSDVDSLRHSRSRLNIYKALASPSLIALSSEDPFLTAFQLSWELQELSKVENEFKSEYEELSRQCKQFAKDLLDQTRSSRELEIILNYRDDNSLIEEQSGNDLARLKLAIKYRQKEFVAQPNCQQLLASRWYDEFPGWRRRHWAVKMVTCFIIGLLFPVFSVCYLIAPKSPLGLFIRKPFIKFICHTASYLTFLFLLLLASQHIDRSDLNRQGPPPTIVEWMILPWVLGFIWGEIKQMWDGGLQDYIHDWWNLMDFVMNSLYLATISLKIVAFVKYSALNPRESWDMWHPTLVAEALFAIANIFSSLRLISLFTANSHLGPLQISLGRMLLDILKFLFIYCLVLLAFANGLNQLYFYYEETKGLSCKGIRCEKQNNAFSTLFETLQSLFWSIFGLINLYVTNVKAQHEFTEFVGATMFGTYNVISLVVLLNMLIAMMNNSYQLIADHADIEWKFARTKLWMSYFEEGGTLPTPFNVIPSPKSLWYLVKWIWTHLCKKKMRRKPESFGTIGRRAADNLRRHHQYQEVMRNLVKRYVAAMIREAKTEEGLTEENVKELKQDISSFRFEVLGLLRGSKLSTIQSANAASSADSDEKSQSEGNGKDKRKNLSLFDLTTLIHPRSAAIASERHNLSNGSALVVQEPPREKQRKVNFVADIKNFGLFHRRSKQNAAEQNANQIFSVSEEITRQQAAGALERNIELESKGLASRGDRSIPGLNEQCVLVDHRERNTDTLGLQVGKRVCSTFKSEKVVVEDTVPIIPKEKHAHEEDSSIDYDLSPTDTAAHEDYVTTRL
TRPC4 inh = inhibitors of mouse TRPC4 channel, primary screen, Fluo4 calcium, HEK293 TRPC4beta/mu-opioid cells; Short transient receptor potential channel 4 (Mus musculus), Q9QUQ5; DAMGO-evoked Fluo4 calcium flux; hits give low values; B-score at 10 µM; actives 0.39% (n = 300,000); AID 2247, 2010;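 active = B-score over 3 SD under the library average, no early fluorescence shift, positive overall ratio signal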
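Assay system: HEK293 cells with stable TRPC4beta plus mu-opioid receptor expression. Dosing: single dose. Measured by: Fluo4 Ca2+ flux fluorescence. Also added: DAMGO in two steps, submaximal then maximal. Read-out: B score from integrated Fluo4 fluorescence ratio.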
HIF activator = HIF pathway transcriptional activators, primary screen, cell-based, U2OS HRE-luciferase, luminescence; U2OS HRE-luciferase reporter; normalized: DMSO 0%, desferrioxamine 100%; activation, % at 7.5 µM (by protocol); actives 0.32% (n = 300,000);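 active = mean activation of at least 10% of the iron chelator positive control signal, with at least half of replicates also reaching 10%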
TRPC4 agonist = activators of mouse TRPC4 channel, primary screen, Fluo4 calcium, HEK293 TRPC4beta/mu-opioid cells. Fluo4 calcium fluorescence; hits give high values. B-score at 10 µM. actives 0.49% (n = 310,000). AID 2237, 2010;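 active = B-score above 5 SD of library B-scores, and initial fluorescence ratio not above library mean plus 5 SD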;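 note: positive B-score marks a calcium rise read as TRPC4 activation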
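Assay system – TRPC4beta and mu-opioid receptor HEK293 stable cells · Measured by – Fluo4 fluorescence, kinetic · Schedule – dye loading 45 min room temperature, 110 s kinetic read · Read-out – B-scored integrated calcium fluorescence ratio · Controls – buffer and maximal DAMGO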
aSyn UTR inh = MLPCN primary screen, SNCA 5' untranslated region; AID 1813, 2009; alpha-synuclein 5'UTR reporter, inhibitor activity; actives 0.82% (n = 300,000); inhibition, % (tested at 7.5 µM); in the data active = inhibition above about 60%;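 note: H4 neuroglioblastoma cells stably carrying SNCA 5'UTR luciferase fusion; 0% = DMSO wells and 100% = positive control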
TRPC6 inhibitor = mouse TRPC6 channel inhibitors, primary screen, cell-based, HEK293, membrane potential dye | AID 2553, 2010 | B-score at 10 µM | ACh-evoked depolarization; hits give low values | actives 1.1% (n = 310,000);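 active = B-score under library mean minus 3 SD, initial fluorescence not abnormally high, positive integrated signal ratio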;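 note: B-score derived from integrated fluorescence ratio over the kinetic read; more negative B-score means stronger inhibition of depolarization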
TRPC6 act = mouse TRPC6 channel activators, primary screen, cell-based, HEK293, membrane potential dye; actives 0.13% (n = 310,000); B-score at 10 µM; HEK293-TRPC6 membrane potential dye fluorescence; hits give high values;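 active = B-score of the integrated fluorescence ratio above library mean plus 3 SD, and starting fluorescence ratio within library mean plus 5 SD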;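 note: higher score means more depolarization so channel activation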
SKKanGAS inh = S. pyogenes SKKanGAS growth inhibitors in kanamycin, primary screen, streptokinase expression inhibitor project, SKKanGAS strain, BacTiter-Glo luminescence; 6 h; inhibition, % at 7.5 µM; actives 1.3% (n = 300,000); AID 1662, 2009;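 active = mean replicate score, as percent of positive control median, at least 50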;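 note: strain carries kanamycin resistance gene driven by streptokinase promoter and grows in 40 µg/ml kanamycin; loss of luminescence reflects streptokinase promoter inhibition or plain growth inhibition; 0% = median of DMSO wells and 100% = positive control at its reference dose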
MrgX1 antag = antagonists of human MrgX1 receptor, primary screen, HEK293 cells, Fluo-4 calcium flux. Mas-related G-protein coupled receptor member X1 (Homo sapiens), Q96LB2. BAM8-22 antagonism; hits give low values. actives 1.3% (n = 310,000). B-score at 10 µM;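 active = calcium-response B-score plate-corrected more than 3 library SD below zero, starting fluorescence within 5 deviations, no agonist response on first addition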;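 note: peak minus trough fluorescence over baseline after final BAM8-22 challenge near maximal dose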
KLF5 inhibitor = KLF5 expression inhibitors, primary screen, DLD-1 cells, luminescence; DLD-1 KLF5 promoter-luciferase reporter; inhibition, % at 5 µM; actives 0.23% (n = 290,000);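 active = inhibition above a per-plate limit of that plate's mean compound inhibition plus 3 SD, cut at about 60% in these data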;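 note: 0% = DMSO wells and 100% = LY294002 at 200 µM; higher means less KLF5 promoter-driven luciferase light; inactives centre near -14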
The depositor's hits bear a star; i = inactive; / = no result given. Hits appear at their usual frequency (roughly 5.8% active in at least one column).

SMILES | IEC-6 cytotox | TRPC4 potent | TRPC4 inh | HIF activator | TRPC4 agonist | aSyn UTR inh | TRPC6 inhibitor | TRPC6 act | SKKanGAS inh | MrgX1 antag | KLF5 inhibitor
CSc1nc(-c2ccccc2)nc(N2CCCC2)c1C(C)=O | 0 | i | i | 0.2 | i | -3 | i | i | -7 | i | 0
COc1ccc(N2C(=NC(=O)CC3CCCCC3)SC3CS(=O)(=O)CC32)cc1 (stereo not drawn) | -3 | i | i | -0.9 | i | 3 | i | i | -2 | i | -11
O=C(O)/C=C/C(=O)Nc1cccc2cccnc12 | -3 | i | i | -0.6 | i | 6 | i | i | 12 | i | -10
COc1ccc(OCCN2C(=O)c3ccccc3C2=O)cc1 | 4 | i | i | 0.5 | i | -28 | i | i | -6 | i | -40
CC1Oc2ccccc2N(CC(=O)NCC2CCCO2)C1=O (stereo not drawn) | 7 | i | i | -0.2 | i | 6 | i | i | 8 | i | -40
O=C(O)CCN1Cc2ccccc2C1=O | -6 | i | i | -0.1 | i | -8 | i | i | -3 | i | -13
COc1ccc(OCc2nnc(SC3CCOC3=O)n2-c2ccccc2)cc1 (stereo not drawn) | 7 | i | i | 0.0 | i | 21 | i | i | -4 | i | 6
CC1CCCCC1NC(=O)Cn1cnc2ccccc2c1=O (stereo not drawn) | -7 | i | i | -0.3 | i | -11 | i | i | -5 | i | -2
O=C(CN(CCc1ccccc1)C(=O)CN1C(=O)COc2ccccc21)NCc1ccco1 | -2 | i | i | 0.2 | i | 22 | i | i | 2 | i | -4
CC(OC(=O)/C(C#N)=C/c1ccc(N(C)C)cc1)C(=O)N(C)c1ccccc1 (stereo not drawn) | / | i | i | 0.6 | i | -9 | i | i | 1 | i | /
COc1ccc(NC(=O)CN2C(=O)S/C(=C/c3cccn3-c3ccc(C(=O)O)cc3)C2=O)cc1 | -2 | i | i | / | i | / | i | i | / | i | -4
CCC(c1nnc(SCC(=O)Nc2ccc(NC(C)=O)cc2)n1Cc1ccccc1)N(C)C (stereo not drawn) | 4 | i | i | -0.1 | i | 10 | i | i | -2 | i | 1
Cc1nn(-c2ccccc2)c(C)c1/C=N/N1CCN(c2ccccn2)CC1 | 6 | i | i | -0.1 | i | 14 | i | i | 2 | i | -15
CCN(CC)CCN(C(=O)CCOc1ccccc1)c1nc2c(F)cc(F)cc2s1 | 4 | i | i | 3.2 | i | -4 | i | i | -21 | i | -16
CCOc1ccc(OCc2ccc(C(=O)NCc3ccncc3)o2)cc1 | 4 | i | i | 1.7 | i | -67 | i | i | -19 | i | -56
Cc1cc(C)cc(NC(=O)C2CCCN(c3ncccn3)C2)c1 (stereo not drawn) | 2 | i | i | 0.1 | i | 37 | i | i | 10 | i | 6
COc1ccc(NC(=O)Nc2sc(NS(=O)(=O)c3ccccc3)nc2C)cc1 | -6 | i | i | 0.1 | i | 11 | i | i | 0 | i | -41
CCOC(=O)c1c(NC(=O)CSc2nnc(-c3ccc(Cl)cc3)o2)sc2c1CCC2 | / | i | i | 0.0 | i | 9 | i | i | -11 | i | /
CNc1ncc(Cc2ccccc2)s1 | 7 | i | i | -0.1 | i | -15 | i | i | 2 | i | -11
COc1ccc(OC)c(/C=N/NC(=O)c2nnn(-c3nonc3N)c2-c2cccs2)c1 | 8 | i | i | -0.2 | i | 19 | i | i | -1 | i | 20
Cc1cc(C=O)c(C)n1-c1ccc(N2CCCC2)c([N+](=O)[O-])c1 | -4 | i | i | 0.0 | i | 7 | i | i | 8 | i | -13
O=C(O)/C(=C\c1ccc(F)cc1)c1ccc(-c2ccccc2)cc1 | 4 | i | i | -23 | i | 5 | i | i | -6 | i | 16
CC1(C)C(=O)Nc2ccccc2N1C(=O)COC(=O)Cn1cnc2ccccc2c1=O | -1 | i | i | 0.4 | i | 7 | i | i | -4 | i | -6
Cc1c(C(=O)N(C)C2CCCCC2)sc2ncnc(N3CCN(c4ccccc4)CC3)c12 | 3 | i | i | 0.1 | i | -4 | i | i | -3 | i | -19
CCOC(=O)Cc1csc(NC(=S)NC(=O)c2ccc(C)cc2)n1 | 2 | i | i | -2.9 | i | 27 | i | i | -12 | i | -20
Cc1ccc(C2=NN(C(=O)CCC(=O)O)C(c3cn(-c4ccccc4)nc3-c3ccc(C)cc3)C2)cc1 (stereo not drawn) | -7 | i | i | 0.0 | i | -3 | i | i | 32 | i | -28
COc1ccc(C(=O)NCCN2CCCC2)cc1OC | 2 | i | i | -0.4 | i | -3 | i | i | -10 | i | -11
COc1cc(OC)c(NS(=O)(=O)c2cccc(C(=O)OCC(=O)NCC3CCCO3)c2)cc1Cl (stereo not drawn) | -3 | i | i | -0.1 | i | 22 | i | i | -1 | i | -1
COC(=O)C(Cc1ccc(O)cc1)NC(=O)c1ccc2c(c1)OCCO2 (stereo not drawn) | -10 | i | i | -37 | i | -6 | i | i | -1 | i | -41
O=C(NNc1ncnc2ccccc12)c1cccc(Cl)c1 | 8 | i | i | 1.5 | i | -84 | i | i | 0 | i | -84
CC(OC(=O)COc1cccc2c1OC(C)(C)C2)C(=O)Nc1ccc(S(N)(=O)=O)cc1 (stereo not drawn) | / | i | i | -0.2 | i | -9 | i | i | 41 | -5.4* | /
CCCCNC(=O)CCNC(=O)c1ccc(C(C)(C)C)cc1 | -1 | i | i | -0.5 | i | 5 | i | i | 1 | i | -20
COCC(=O)Nc1cc(OC)ccc1OC | 4 | i | i | -0.4 | i | 5 | i | i | -2 | i | 9
CCO/C=C1/C(=O)N(C(C)=O)c2ccccc21 | 2 | i | i | 0.0 | i | 25 | i | i | 3 | i | -7
CC(C)(C)c1ccc(C(=O)NC(=S)N2CCCC2)cc1 | -2 | i | i | -0.5 | i | -38 | i | i | -5 | i | -13
Clc1cccc(OCCN2CCNCC2)c1 | -12 | i | i | 0.5 | 97* | 8 | i | i | -3 | i | -18
O=C(Cc1ccc(Cl)cc1)NCCc1cnc[nH]1 | 0 | i | i | -1.4 | i | 8 | i | i | -2 | i | -10
O=C(O)Cn1nnnc1-c1ccc(F)cc1 | -2 | i | i | 0.1 | i | 9 | i | i | 2 | -5.6* | 11
CC(C)N1C(=O)c2ccc(C(=O)O)cc2C1=O | -3 | i | i | -0.5 | i | 22 | i | i | 6 | i | 15
O=C(NCCN1CCOCC1)c1ccc2ccccc2n1 | -2 | i | i | -0.3 | i | -20 | i | i | -7 | i | -13
CCN(CC)S(=O)(=O)c1cccc(C(=O)N/N=C/c2ccc(OC)c(O)c2)c1 | 8 | i | i | -0.3 | i | 7 | i | i | -4 | i | 23
Cc1ccc(N(CC(O)CN2CCOCC2)S(=O)(=O)c2ccc3ccccc3c2)cc1 (stereo not drawn) | -1 | i | i | -0.1 | i | -12 | i | i | 0 | i | -2
Cc1cc(C)nc(SCc2ccccc2C#N)n1 | 2 | i | i | -0.4 | i | -1 | i | i | -5 | i | 0
CCOC(=O)CN(C(=O)CSc1nnc(CNc2ccc(F)cc2)n1CC)c1ccc(F)cc1 | 8 | i | i | -0.1 | i | 9 | i | i | -15 | i | -14
CCOc1ccc(-n2c(-c3ccccc3)nnc2-c2ccccc2)cc1 | 6 | i | i | 1.9 | i | -4 | i | i | 0 | i | -25
Cc1onc(-c2ccccc2Cl)c1C(=O)N1CCCCC1C (stereo not drawn) | 0 | i | i | -29 | i | -4 | i | i | 1 | i | 12
N/C(=N\c1nc2ccccc2o1)NC(=O)c1ccc(Cl)cc1 | 8 | i | i | -0.3 | i | -87 | i | i | -1 | i | 25
CC(C)c1[nH]nc2c1C(C1C=CCCC1)C(C#N)=C(N)O2 (stereo not drawn) | 0 | 21* | i | 0.0 | i | 3 | i | i | 6 | i | 5
Cc1ccccc1NC(=O)CCN1CCN(CCO)CC1 | -1 | i | i | -24 | i | 1 | i | i | -6 | i | -30
S=C1NCCOCCNC(=S)NCCOCCOCCOCCN1 | 1 | i | i | -1.8 | i | 6 | i | i | -2 | i | -8
O=C(OCC(=O)c1cccs1)c1cccc(C(=O)OCC(=O)c2cccs2)n1 | -3 | i | i | -0.1 | i | 6 | i | i | 2 | i | -31
S=C(NCc1ccc(Cl)cc1)NC12CC3CC(CC(C3)C1)C2 | -2 | i | i | 0.6 | i | 19 | -5.2* | i | 21 | -5.4* | -12
O=C(N/N=C/c1cccc(O)c1)c1ccc(NC(=O)c2cccc([N+](=O)[O-])c2)cc1 | 4 | i | i | -0.1 | i | 2 | i | i | 15 | i | -4
CCOC(=O)C1CCN(C(=O)c2cc3cc4ccc(C)cc4nc3o2)CC1 | 12 | i | i | 0.7 | i | -5 | i | i | -6 | i | -118

Given field by field: part of the list above
O=C(OCC(=O)c1cccs1)c1cccc(C(=O)OCC(=O)c2cccs2)n1
  IEC-6 cytotox: -3
  TRPC4 potent: i
  TRPC4 inh: i
  HIF activator: -0.1
  TRPC4 agonist: i
  aSyn UTR inh: 6
  TRPC6 inhibitor: i
  TRPC6 act: i
  SKKanGAS inh: 2
  MrgX1 antag: i
  KLF5 inhibitor: -31
S=C(NCc1ccc(Cl)cc1)NC12CC3CC(CC(C3)C1)C2
  IEC-6 cytotox: -2
  TRPC4 potent: i
  TRPC4 inh: i
  HIF activator: 0.6
  TRPC4 agonist: i
  aSyn UTR inh: 19
  TRPC6 inhibitor: -5.2*
  TRPC6 act: i
  SKKanGAS inh: 21
  MrgX1 antag: -5.4*
  KLF5 inhibitor: -12
O=C(N/N=C/c1cccc(O)c1)c1ccc(NC(=O)c2cccc([N+](=O)[O-])c2)cc1
  IEC-6 cytotox: 4
  TRPC4 potent: i
  TRPC4 inh: i
  HIF activator: -0.1
  TRPC4 agonist: i
  aSyn UTR inh: 2
  TRPC6 inhibitor: i
  TRPC6 act: i
  SKKanGAS inh: 15
  MrgX1 antag: i
  KLF5 inhibitor: -4
CCOC(=O)C1CCN(C(=O)c2cc3cc4ccc(C)cc4nc3o2)CC1
  IEC-6 cytotox: 12
  TRPC4 potent: i
  TRPC4 inh: i
  HIF activator: 0.7
  TRPC4 agonist: i
  aSyn UTR inh: -5
  TRPC6 inhibitor: i
  TRPC6 act: i
  SKKanGAS inh: -6
  MrgX1 antag: i
  KLF5 inhibitor: -118
